Bioassay records as filed in PubChem BioAssay.
esBAF inh – blocks esBAF chromatin remodeling in mouse ES cells. Bmi1-luciferase knock-in reporter, 24 h; 100% = twice the neutral-well signal. reporter increase, % at 12.5 µM. actives 2% (n = 350,000); in the data active means activation above about 40%;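 further: 0% = median of the plate's neutral control wells and 100% = double that signal; a rise in the Bmi1 reporter signal indicates esBAF inhibition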
RAD52 anneal inh – inhibitors of human RAD52 DNA annealing; recombinant RAD52 DNA annealing, FRET fluorescence; actives 0.46% (n = 360,000); P43351; inhibition, % at 18.7 µM;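 active means every replicate showing at least 50% inhibition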
Target sequence (P43351 whole entry, looked up): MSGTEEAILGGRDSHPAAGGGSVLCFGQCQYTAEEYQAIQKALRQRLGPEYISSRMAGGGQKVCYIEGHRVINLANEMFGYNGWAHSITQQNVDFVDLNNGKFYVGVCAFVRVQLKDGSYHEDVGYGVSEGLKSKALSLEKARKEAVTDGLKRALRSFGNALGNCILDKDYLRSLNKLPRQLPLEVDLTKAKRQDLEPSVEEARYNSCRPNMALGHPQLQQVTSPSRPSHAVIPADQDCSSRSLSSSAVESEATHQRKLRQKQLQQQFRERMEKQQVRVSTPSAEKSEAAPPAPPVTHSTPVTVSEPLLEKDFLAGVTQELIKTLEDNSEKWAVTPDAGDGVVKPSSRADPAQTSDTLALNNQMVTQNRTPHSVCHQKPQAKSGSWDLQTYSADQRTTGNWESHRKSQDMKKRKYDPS
ARNT-TACC3 inh – ARNT/TACC3 interaction disruption; Q9Y6A5; AlphaScreen His-ARNT PAS-B/GST-TACC3 binding, luminescence; TACC3 fragment carries E629A point mutation; actives 0.66% (n = 390,000); inhibition, % at 9.99 µM; AID 623870;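 active means mean inhibition of replicates at least 50% and at least half of replicates each reaching 50%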;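 further: 0% = complete ARNT plus TACC3 wells and 100% = ARNT alone without TACC3; many hits fall short of the cut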
XiGFP reactiv – X-chromosome reactivation activator; actives 0.055% (n = 360,000); activation, % at 7.58 µM; XiGFP mouse fibroblasts, % GFP-positive cells imaging, 3 d; cells co-treated with 5-aza-dC sensitizer; scaled so ellipticine positive control = 100%;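 active means mean normalized replicate activation at least 10% and every replicate at or above 10%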;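 further: 0% = median of on-plate neutral control wells and 100% = ellipticine 6 µM median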
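Material: SV40-immortalized XiGFP fibroblast cells, line 68-5-11 | Buffer or medium: DMEM containing 5-aza-dC | Dosing: One concentration, pinned | Times: 3 d treatment, 15 min room-temperature fixation | Controls: Ellipticine 6 µM positive control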
INS-1E GSIS act – GLuc luminescence reporter in INS-1E cells, primary screen for activators of glucose-dependent secretion of insulin; INS-1E GLuc reporter insulin secretion, 2-3 h; activation, % at 16.6 µM; actives 0.61% (n = 370,000); AID 743287;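 active means lowest replicate activation of at least 40%, so every replicate reaches that level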;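 further: 0% = median of neutral control wells and 100% = median of IBMX positive control wells; some compounds called inactive have numbers as strong as hits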
ERAP1 inh – ERAP1 (human) enzyme inhibition; Q9NZ08; recombinant ERAP1, Leu-AMC fluorescence, 60 min; inhibition, % at 10.7 µM; actives 0.15% (n = 340,000);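 active means mean replicate inhibition of at least 30%, or all replicates individually reaching that 30% level; inactive means mean below 30% and not every replicate reaching it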;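 further: 0% = neutral control wells and 100% = L-leucinethiol positive control wells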
CFTR F508del cor – CFTR F508del correction in bronchial cells; CFBE cells, YFP halide quenching; stimulated with forskolin plus potentiator P3; % fluorescence drop versus neutral controls; activity (quench increase), % at 7.58 µM; actives 0.36% (n = 350,000); AID 720511;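 active means mean added fluorescence quench of at least 8% versus neutral control, with both replicates also reaching 8%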;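 further: cells transiently co-express mutant CFTR-F508del with the halide-sensitive YFP; corrector assay measuring rescue of mutant channel to the surface after 24 h compound exposure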
RAD54 branch – RAD54 (human) branch migration inhibition; Q92698; RAD54 Holliday junction branch migration, FAM/BHQ fluorescence; inhibition, % at 10.4 µM; actives 0.14% (n = 360,000);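 active means mean normalized replicate activity at least 40 and at least half of replicates scoring 40 or more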;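 further: 0% = median of neutral control wells and 100% = median of positive control wells; inhibitors cause a drop in the FAM fluorescence signal; in these data hits start at about 50%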
Active calls of the source: *.

`Cc1ccc(CCN2C(=O)CCC2(C)C(=O)NCc2cccnc2)cc1` (stereo unspecified) gave esBAF inh 1, ARNT-TACC3 inh 0, INS-1E GSIS act 17 and RAD54 branch 0.
Screening COc1cccc(-n2nc(-c3ccnn3-c3ccccc3)c(=O)n(C)c2=O)c1 returned esBAF inh -3, ARNT-TACC3 inh -4, INS-1E GSIS act 19 and RAD54 branch 7.
`Nc1nnc(SCC(=O)Nc2ccc(N3CCOCC3)c(Cl)c2)s1` gave esBAF inh 2, RAD52 anneal inh -17, XiGFP reactiv -0.2, INS-1E GSIS act 3, ERAP1 inh -1, CFTR F508del cor 0.7 and RAD54 branch -6.
For COc1cc(C=O)cc(Cl)c1OC(=O)N1CCOCC1 the results were esBAF inh -1, RAD52 anneal inh -4, ARNT-TACC3 inh -7, XiGFP reactiv 0.1, ERAP1 inh -2 and RAD54 branch 11.
`CN(C)CC#Cc1ccc([C@H]2[C@H]3CN(C(=O)C4CCC4)CCCCN3[C@H]2CO)cc1` gave esBAF inh -2, RAD52 anneal inh 2, ARNT-TACC3 inh -7, XiGFP reactiv 0.1, INS-1E GSIS act 6, ERAP1 inh 4, CFTR F508del cor -0.6 and RAD54 branch -10.
`Oc1ccc(NC(=S)N=Nc2c(O)[nH]c3ccc(Br)cc23)cc1` gave esBAF inh -6, RAD52 anneal inh -23, ARNT-TACC3 inh 24, XiGFP reactiv 0.2, INS-1E GSIS act -9, ERAP1 inh -2, CFTR F508del cor -1.2 and RAD54 branch 4.
Screening CC(=O)N1[C@H](CO)[C@@H]2c3ccccc3N(S(=O)(=O)c3ccc(F)cc3)C[C@@H]21 returned esBAF inh -1, RAD52 anneal inh -2, ARNT-TACC3 inh 2, XiGFP reactiv 0.0, INS-1E GSIS act -5, CFTR F508del cor -2.3 and RAD54 branch -8.
For CCOC(=O)C1CCCN(C(=O)c2ccc3c(c2)CCO3)CC1 (stereo unspecified) the results were esBAF inh 0, RAD52 anneal inh -4, XiGFP reactiv -0.1, INS-1E GSIS act 0, ERAP1 inh -1, CFTR F508del cor -1.9 and RAD54 branch 2.
Screening Cc1ccc(-n2c(C3CC3c3ccc(Cl)cc3)n[nH]c2=S)cc1 (stereo unspecified) returned esBAF inh -1, RAD52 anneal inh 8, ARNT-TACC3 inh -8, INS-1E GSIS act -25, ERAP1 inh -1, CFTR F508del cor 1.4 and RAD54 branch -9.
Screening O=C(COc1ccc(S(=O)(=O)N2CCCC2)cc1)Nc1ccc2c(c1)OCCO2 returned esBAF inh -1, RAD52 anneal inh 1, XiGFP reactiv 0.0, INS-1E GSIS act -2, ERAP1 inh -2, CFTR F508del cor 1.8 and RAD54 branch -1.
Screening COc1ccc(S(=O)(=O)Nc2cccc(N(C)S(C)(=O)=O)c2)cc1C returned esBAF inh 4, ARNT-TACC3 inh -6, XiGFP reactiv 0.0 and INS-1E GSIS act 9.
Screening COc1ccc(S(=O)(=O)N(C)C[C@@H]2Oc3ccc(NC(=O)Cc4cn(C)c5ccccc45)cc3C(=O)N([C@@H](C)CO)C[C@H]2C)cc1 returned esBAF inh -1, RAD52 anneal inh -9, ARNT-TACC3 inh 4, XiGFP reactiv 0.0, INS-1E GSIS act 0, ERAP1 inh 1, CFTR F508del cor -0.2 and RAD54 branch 3.
CC(C)CCNC(=O)C1CC(c2ccccc2[N+](=O)[O-])=NO1 (stereo unspecified) was read as esBAF inh 15, RAD52 anneal inh -17, XiGFP reactiv 0.1, INS-1E GSIS act 3, ERAP1 inh -1, CFTR F508del cor 1.6 and RAD54 branch 9.
Screening Cc1ccc(CNC(=O)c2ccc(N3CCC4(CC3)CC(c3ccccc3)=NO4)c(NC(=O)c3ccc(Cl)c([N+](=O)[O-])c3)c2)cc1 returned esBAF inh -3, RAD52 anneal inh -18, ARNT-TACC3 inh -2, XiGFP reactiv 0.0, INS-1E GSIS act -8, ERAP1 inh 1, CFTR F508del cor -1.8 and RAD54 branch 3.
C[C@@H]1CN([C@@H](C)CO)C(=O)c2cc(-c3ccncc3)cnc2O[C@@H]1CN(C)S(=O)(=O)c1ccccc1 was read as esBAF inh -4, RAD52 anneal inh 3, ARNT-TACC3 inh 3, XiGFP reactiv -0.3, INS-1E GSIS act -2, ERAP1 inh 1, CFTR F508del cor 1.7 and RAD54 branch 11.
Screening C[C@@H]1CC=C[C@H]2[C@H]1C(=O)N(Cc1ccccc1)[C@H]2c1ccc(F)c(/C=C/c2ccccc2)c1 returned esBAF inh 2, RAD52 anneal inh -13, XiGFP reactiv 0.0, INS-1E GSIS act -10, ERAP1 inh 3, CFTR F508del cor 0.3 and RAD54 branch -14.
For O=C(Nc1nc(-c2ccccc2)nc2ccccc12)c1ccc(F)cc1 the results were esBAF inh 4, RAD52 anneal inh -5, ARNT-TACC3 inh -5, XiGFP reactiv 0.1, INS-1E GSIS act -5, ERAP1 inh 26 and CFTR F508del cor -1.7.
CC1CCc2c(sc(NC(=O)CCC(=O)O)c2C(=O)NC2CC2)C1 (stereo unspecified) was read as esBAF inh -1, RAD52 anneal inh -13, ARNT-TACC3 inh -8, XiGFP reactiv 0.1, INS-1E GSIS act 32, ERAP1 inh 4, CFTR F508del cor -0.2 and RAD54 branch 1.
Screening COc1ccc(CCC(=O)N2CCN(S(=O)(=O)c3ccc(OC)cc3)CC2)cc1 returned esBAF inh -2, RAD52 anneal inh -8, ARNT-TACC3 inh -4, XiGFP reactiv -0.1, INS-1E GSIS act 3, ERAP1 inh 24, CFTR F508del cor 0.3 and RAD54 branch -2.
`O=C(Nc1ccccc1C(=O)O)c1ccc2c(c1)C(=O)N(c1cccc([N+](=O)[O-])c1)C2=O` gave esBAF inh -10, RAD52 anneal inh -2, ARNT-TACC3 inh 1, XiGFP reactiv 0.0, INS-1E GSIS act -4, ERAP1 inh 1, CFTR F508del cor 2.5 and RAD54 branch -1.
C[C@@H]1CN([C@H](C)CO)C(=O)c2cccc(NS(C)(=O)=O)c2O[C@@H]1CN(C)S(=O)(=O)c1ccc(Cl)cc1 was read as esBAF inh 6, RAD52 anneal inh 3, ARNT-TACC3 inh -2, XiGFP reactiv 0.0, INS-1E GSIS act 3, ERAP1 inh 1, CFTR F508del cor 0.5 and RAD54 branch 6.
For CCOC(=O)c1c(NC(=O)C(=O)N/N=C/c2ccccc2O)sc2c1CCCCC2 the results were esBAF inh 5, RAD52 anneal inh -12, ARNT-TACC3 inh -1, XiGFP reactiv 0.0, INS-1E GSIS act 0, ERAP1 inh 5, CFTR F508del cor 16* and RAD54 branch 1.
Cc1noc(NS(=O)(=O)c2ccc(N/C=C\C(=O)c3ccc(F)cc3)cc2)c1C was read as RAD52 anneal inh -34, XiGFP reactiv 0.0, INS-1E GSIS act -4 and ERAP1 inh 9.
Screening C=CCn1c(SCC)nc(O)cc1=O returned esBAF inh -5, ARNT-TACC3 inh -3, INS-1E GSIS act -1 and RAD54 branch -1.
`CCCn1c2ccccc2c2cnn(CC(=O)NCCN(C)C)c(=O)c21` gave esBAF inh 1, RAD52 anneal inh 3, ARNT-TACC3 inh 0, XiGFP reactiv 0.0, INS-1E GSIS act 9, ERAP1 inh -2, CFTR F508del cor -1.2 and RAD54 branch 3.
`Cc1ccc(S(=O)(=O)Nc2cccc3c2O[C@@H](CN(C)S(C)(=O)=O)[C@@H](C)CN([C@@H](C)CO)C3=O)cc1` gave esBAF inh 5, RAD52 anneal inh 5, ARNT-TACC3 inh 43, XiGFP reactiv 0.1, INS-1E GSIS act 30, ERAP1 inh 8, CFTR F508del cor -1.6 and RAD54 branch 8.
Screening Cc1cc(C)nc(N2CCC(C(=O)NCCc3ccc(F)cc3)CC2)n1 returned esBAF inh -3, RAD52 anneal inh -13, ARNT-TACC3 inh -4, INS-1E GSIS act -4, ERAP1 inh 2 and RAD54 branch -6.
Screening CC(C)(C)OC(=O)N(Cc1ccccc1)Cc1ccccc1OCc1cccc(NC(=O)C2CCC2)c1 returned esBAF inh -9, RAD52 anneal inh -17, ARNT-TACC3 inh -4, XiGFP reactiv -0.1, INS-1E GSIS act 1, ERAP1 inh 0, CFTR F508del cor -2.3 and RAD54 branch 2.
CS(=O)(=O)N1CCC(C(=O)N2CCN(c3ccccc3)CC2)CC1 was read as RAD52 anneal inh 1, XiGFP reactiv 0.0, INS-1E GSIS act 4, ERAP1 inh 1 and CFTR F508del cor 2.2.
COCCCNC(=O)c1cc(S(=O)(=O)NCCCN2CCCC2=O)ccc1Cl was read as esBAF inh -3, RAD52 anneal inh -8, ARNT-TACC3 inh 2, XiGFP reactiv -0.1, INS-1E GSIS act 32, ERAP1 inh 2, CFTR F508del cor -2.5 and RAD54 branch 5.
For O=S(=O)(Nc1ccc(F)cc1)c1ccc(S(=O)(=O)N2CCOCC2)cc1 the results were esBAF inh -1, RAD52 anneal inh -20, ARNT-TACC3 inh -20, XiGFP reactiv 0.0, INS-1E GSIS act 8, ERAP1 inh 0, CFTR F508del cor -4.7 and RAD54 branch 1.
`CC(=O)N(C)C[C@@H]1OCc2ccccc2-c2ccccc2C(=O)N([C@H](C)CO)C[C@@H]1C` gave esBAF inh 1, RAD52 anneal inh 10, ARNT-TACC3 inh -8, XiGFP reactiv -0.1, INS-1E GSIS act 9, ERAP1 inh 0, CFTR F508del cor -2.1 and RAD54 branch -10.
Screening Cc1ccc2cc(CN(CC3CCCO3)S(=O)(=O)c3ccccc3)c3nnnn3c2c1 (stereo unspecified) returned esBAF inh 8, RAD52 anneal inh 1, ARNT-TACC3 inh 1, INS-1E GSIS act -4, ERAP1 inh -8 and RAD54 branch -6.
`Cc1cc(C)nc(NS(=O)(=O)c2ccc(N3Cc4ccccc4C3=O)cc2)n1` gave RAD52 anneal inh -42, ARNT-TACC3 inh -2, XiGFP reactiv 0.2, INS-1E GSIS act 12, ERAP1 inh -2 and CFTR F508del cor -0.9.
`CC1CCN(CC(O)COc2ccc(F)cc2)CC1` (stereo unspecified) gave esBAF inh -7, RAD52 anneal inh -15, ARNT-TACC3 inh -3, XiGFP reactiv 0.0, INS-1E GSIS act 2, ERAP1 inh 0, CFTR F508del cor 1.0 and RAD54 branch 0.
O=[N+]([O-])c1ccccc1S(=O)(=O)N1CCN(Cc2ccc(OCCO)cc2)CC1 was read as RAD52 anneal inh 6, ARNT-TACC3 inh 3, ERAP1 inh 2, CFTR F508del cor 1.8 and RAD54 branch -1.
`O=C(C[C@@H]1C=C[C@@H](NC(=O)C2CCOCC2)[C@@H](CO)O1)Nc1ccc(-c2ccccc2)cc1` gave esBAF inh 5, RAD52 anneal inh -5, ARNT-TACC3 inh -3, XiGFP reactiv 0.1, INS-1E GSIS act -6, ERAP1 inh -4, CFTR F508del cor 1.2 and RAD54 branch 2.
O=C(CC1SC(=Nc2ccc(OC(F)F)cc2)N(CCN2CCOCC2)C1=O)Nc1ccc(F)cc1F (stereo unspecified) was read as esBAF inh -2, RAD52 anneal inh -27, ARNT-TACC3 inh 19, XiGFP reactiv 0.0, ERAP1 inh 5, CFTR F508del cor -4.2 and RAD54 branch -9.
`CCc1ccccc1NC(=O)c1cnc2scc(C)n2c1=O` gave esBAF inh 56*, RAD52 anneal inh -48, ARNT-TACC3 inh -1, XiGFP reactiv 0.2, INS-1E GSIS act 38, ERAP1 inh -3, CFTR F508del cor -0.2 and RAD54 branch 4.
COc1ccc(CCC(C)N2CCC(Oc3ccc(C(=O)N4CCCC4)cc3)CC2)cc1 (stereo unspecified) was read as esBAF inh -11, RAD52 anneal inh -27, ARNT-TACC3 inh -69, XiGFP reactiv 0.1, INS-1E GSIS act 3, ERAP1 inh 3, CFTR F508del cor -0.1 and RAD54 branch -7.
